Source: PubChem BioAssay
EWS-Fli block = EWS/Fli-driven NR0B1 reporter inhibitors, primary screen, A673 cells, NR0B1 luciferase, luminescence, MLPCN library. inhibition, % at 12.6 µM. AID 651661, 2012. 350,000 compounds, 0.67% hits. viability-normalised;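 active means mean inhibition of at least 50% after viability correction, with every replicate also passing that limit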;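 further: firefly luciferase signal divided by Alamar Blue viability fluorescence both relative to DMSO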
miR122 inh = miR-122 Renilla sensor signal increase in Huh7, primary screen, miR-122 inhibitor project, cell-based, single point, plate reader | Huh7 miR-122 Renilla luciferase sensor, 48 h; neutral wells = 0, positive control = 100 | activation (reporter increase), % at 12.5 µM | 340,000 compounds, 0.3% hits | AID 602342, 2012;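 active means mean replicate activation score at least 90 and every replicate individually at or above 90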;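 further: higher luciferase means less miR-122 activity so hits act as miR-122 inhibitors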
Casp6 inh = human caspase-6 inhibitors, primary screen, biochemical, VEID-R110 fluorescence, single point, set 2; purified caspase-6, Z-VEID-R110 cleavage fluorescence; inhibition, % at 12.5 µM; P55212; 350,000 compounds, 0.53% hits;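 active means mean inhibition across replicates at least about 35%, with every replicate also reaching that limit, limit read from the data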;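 further: 0% = median of neutral control wells and 100% = no fluorescence left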
Target sequence (P55212 24-179 limits assumed): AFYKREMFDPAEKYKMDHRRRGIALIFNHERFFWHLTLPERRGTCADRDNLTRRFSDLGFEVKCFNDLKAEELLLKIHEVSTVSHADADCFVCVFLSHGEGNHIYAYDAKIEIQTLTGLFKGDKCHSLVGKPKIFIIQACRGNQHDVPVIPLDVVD
Target sequence (P55212 194-293 limits assumed): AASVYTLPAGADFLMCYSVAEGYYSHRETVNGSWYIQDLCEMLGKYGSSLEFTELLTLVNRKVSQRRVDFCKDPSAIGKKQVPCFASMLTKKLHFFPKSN
FN deposition inh = inhibitors of fibronectin matrix deposition, primary screen, AH1F cells, Alexa488-fibronectin fluorescence, plate reader | 350,000 compounds, 0.086% hits | AH1F fibroblasts, overnight | inhibition, % at 12.6 µM;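 active means mean inhibition across replicates of 30% or more, regardless of how many single replicates reach that level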;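 further: positive control wells lacked labelled fibronectin entirely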
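material = AH1F fibroblast monolayer depositing Alexa488-labelled fibronectin into matrix | amount = 10000 AH1F cells/well | buffer or medium = DMEM plus 2% serum, read in PBS | incubation = 1 h cell adhesion before compound, then overnight fibronectin incubation | detection = fluorescence at 485 nm excitation, 525 nm emission | evaluation = percent inhibition as loss of matrix-bound fibronectin fluorescence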
Cneo AK release = Cryptococcus neoformans cell lysis inducers, primary screen, AK release luminescence, single concentration. C. neoformans lysis, adenylate kinase release luminescence, 4 h; normalised: neutral wells 0, clomiphene wells 100. lysis activity, % at 15 µM. 360,000 compounds, 0.2% hits. AID 651654, 2012;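 active means mean lysis activity across replicates of at least 80%, whatever share of replicates individually reach that level; inactive means mean lysis activity below 80%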
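Material: C. neoformans cells | Amount: Yeast cell density of 5 × 10^6 cells/mL | Medium: Fresh YPD growth medium | Dosing: Single dose | Times: Static 4 h at 37 °C with compound, 1 h detection | Detection: AK luminescence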
PAX8 reporter = inhibitors of PAX8-driven TPO luciferase reporter, primary screen, RMG-I cells, single concentration. SteadyGlo, 24 h. inhibition, % at 12.6 µM. 360,000 compounds, 1.2% hits. AID 652154, 2013;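 active means mean replicate inhibition at least 60% with every replicate also reaching 60%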;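 further: luciferase light reporting Pax8 driven TPO promoter activity; plate controls were median of neutral control wells for no effect and mitoxantrone controls for full effect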
LGR2 antag = inhibitors of bursicon-induced LGR2 CRE-luciferase signal, primary screen, cell-based, HEK293, CRE-luciferase reporter, bursicon stimulation | Drosophila bursicon receptor LGR2 (rickets) | AID 720647, 2013 | bursicon-stimulated, 4 h | inhibition, % at 9.99 µM | 380,000 compounds, 0.35% hits;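 active means drop in luminescence signal, shown as inhibition above about 50% in the replicate tests, limit read from the data, passing the limit was not always enough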;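 further: agonist challenge used bursicon conditioned medium at about half maximal strength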
PGC1a acetyl inh = inhibitors of PGC1a acetylation signal, primary screen, cell-based, U2OS, AlphaScreen, inhibitor mode; AlphaScreen anti-acetyl-lysine; with virally co-expressed GCN5 acetyltransferase; inhibition, % at 15.6 µM; 350,000 compounds, 0.17% hits; AID 651687, 2012;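 active means every replicate shows inhibition of at least 40%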;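 further: 0% = neutral control wells and 100% = positive control wells; some results beyond the cut were filed as inactive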
Numbers without * were called inactive; · = no result given; [ ] = another dose, or the depositor's remark.

SMILES	EWS-Fli block	miR122 inh	Casp6 inh	FN deposition inh	Cneo AK release	PAX8 reporter	LGR2 antag	PGC1a acetyl inh
CCN(CC)S(=O)(=O)c1cc(C(=O)Nc2ccccn2)ccc1C	·	-6	·	-7	-2	·	-37	4
O=C(CCN1C(=O)c2cccc([N+](=O)[O-])c2C1=O)NC1CCCCCC1	-1	-3	0	1	-2	2	4	1
C[C@H]1CN([C@@H](C)CO)C(=O)c2cc(C#CCN(C)C)cnc2O[C@@H]1CN(C)C(=O)Cc1ccccc1	0	3[16.7 µM]	·	·	-2	17	-7	3
COc1ccc(CN2c3ccccc3C(=O)CS2(=O)=O)cc1OC	10	·	-4	4	·	-17	1	·
COc1ccc2c(c1OC)C(C1c3c(cc4c(c3OC)OCO4)CCN1C)OC2=O (stereo unspecified)	·	6	·	0	2	·	-4	-11
Cc1ccc(S(=O)(=O)N2CCCCC2)cc1NC(=O)Cn1ccc(C(F)(F)F)n1	9	6	1	-1	3	8	6	-6
O=C(NC[C@@H]1[C@H](c2ccccc2)[C@H](CO)N1CC1CCCC1)c1ccccc1	2	12[16.7 µM]	-3	·	-1	-3	18	-13
CS(=O)(=O)Nc1ccc2c(c1)[C@@H]1C[C@H](CC(=O)NCc3cccc(F)c3)O[C@@H](CO)[C@@H]1O2	-4	0[16.7 µM]	0	·	16	9	-2	-5
CSc1ccc(OC2(C)CCN(Cc3ccc(OC(F)(F)F)cc3)C2)cc1 (stereo unspecified)	-3	-3	-1	-8	1	-9	2	·
CCOc1ccc(C(=O)NC(=S)Nc2ccccc2N2CCOCC2)cc1Br	3	·	0	4	·	18	·	·
Cc1ccc(CN2CCc3[nH]c(=O)[nH]c(=O)c3C2)cc1	0	·	-2	-14	0	14	-2	4
CCCc1nnc(NC(=O)CCC(=O)NCc2ccccc2)s1	5	·	0	11	-9	-6	3	·
COc1cccc(C(C)NC(=O)C2CCCC2)c1 (stereo unspecified)	-6	·	-2	10	1	-16	15	·
CCN(C)c1ccc(/C=N\n2nnnc2N)cc1	·	6	·	·	-3	-67	·	-10
CCC1CCCCN1CCCNC(=O)CSc1nc2nc(C)c(Cc3ccccc3Cl)c(C)n2n1 (stereo unspecified)	·	-1	-40	3	0	3	0	-2
O=C1CC(C(=O)Nc2ccc(O)c(C(=O)O)c2)C(c2ccccc2)O1 (stereo unspecified)	1	-4	24	·	4	·	-10	7
COc1cc(/C=N/NC(=O)CCc2n[nH]c(=O)[nH]c2=O)ccc1O	·	-2	·	-2	0	12	3	8
COc1ccccc1NC(=O)N1CCCCN2[C@@H](CO)[C@H](c3ccc(-c4cccc(C)c4)cc3)[C@@H]2C1	3	-24[16.7 µM]	-2	·	4	47	9	-10
COC(=O)c1c(NC(=O)CCC(=O)O)sc2c1CCCCC2	11	·	3	5	·	9	1	·
CC(=O)c1cc2c(cc1NC(=O)CSc1ncccn1)OCO2	-3	0	-1	-14	-1	9	-4	·
CCCCNc1c(CCc2ccccc2)nc2nc(C)cc(C)n12	-8	·	-1	-2	·	-16	8	·
COc1cc(C(CCN2CCCCC2)c2c(OC)cc(OC)c3c(-c4ccccc4)cc(=O)oc23)cc(OC)c1OC (stereo unspecified)	7	34	-1	30*	2	31	·	-32
CO[C@@H]1CN(C)C(=O)c2cc(NS(=O)(=O)CC(F)(F)F)ccc2OC[C@@H](C)NC[C@@H]1C	-1	-6[16.7 µM]	2	-8	-1	5	4	0
Cc1nc2c(C)c(C)c(C)c(C)c2nc1C	-4	-6	-1	4	-1	12	-1	3
CN(C)c1cccc(CNC(=O)c2csc(COCCO)n2)c1	-9	-1	·	6	1	-14	23	-36
O=C(CCc1c[nH]c2ccccc12)Nc1ccc(Nc2cccnc2)cc1	15	·	-3	3	·	-7	-8	·
CC(=O)N1CCN(C(=O)CCc2nnc(CCCCc3ccccc3)o2)CC1	-11	1	0	·	4	-20	6	2
CC(C)OCCCN(C)C1CCN(S(=O)(=O)c2csc(C(N)=O)c2)CC1	·	0	-19	5	·	0	11	33
O=C(CCc1nnc(-c2ccc3c(c2)OCO3)o1)NC(c1cccnc1)C(F)(F)F (stereo unspecified)	1	-5	-1	-22	1	6	12	14
O=c1cc(-c2ccccc2Cl)oc2ccc([N+](=O)[O-])c(O)c12	-1	2	-2	-4	-2	11	-21	7
C[C@H](CO)N1C[C@H](C)[C@@H](CN(C)C(=O)NC2CCCCC2)OCc2ccccc2-c2ccccc2C1=O	4	·	0	-6	1	0	-8	1
CCCC(=O)OC[C@H]1CN(C2CCCC2)S(=O)(=O)c2c(Oc3ccc(C(C)(C)C)cc3)cccc2O1	-11	·	-2	2	·	18	-2	·
Cn1c(=O)cc(OCC(=O)N2CCN(c3cccc(C(F)(F)F)c3)CC2)c2ccccc21	·	-5	·	-6	-1	10	·	-4
CN(C)c1ccc(C(CNC(=O)c2ccc(C#N)cc2)c2c[nH]c3ccccc23)cc1 (stereo unspecified)	19	1	0	-10	-1	32	6	-3
CCOC(=O)c1c(C)[nH]c(C)c1C(=O)COC(=O)c1ccc(OC)c(OC)c1	0	-4	-2	12	0	-79	16	9
C[C@H]1CN([C@@H](C)CO)C(=O)c2cccc(NC(=O)c3ccncc3)c2O[C@H]1CN(C)C	-1	2[16.7 µM]	-1	·	-1	-1	4	5
Cc1ccsc1C1Nc2ccccc2-c2nc3ccccc3n21 (stereo unspecified)	-1	·	-3	0	·	-160	·	·
CCCc1n[nH]c2c1/C(=N\OCC)CC(C)(C)C2	5	·	4	-12	·	13	-5	4
O=C(N/N=C/c1cc([N+](=O)[O-])ccc1O)C1CC1	9	-12	-1	-6	-1	-8	8	-1
C[C@@H]1CCCCO[C@H](CN(C)C(=O)c2ccccc2)[C@@H](C)CN([C@@H](C)CO)C(=O)c2cc(NC(=O)c3ccccc3)ccc2O1	·	3[16.7 µM]	2	-4	96*	11	-23	36
COc1ccccc1CNC(=O)c1csc2c1CCCC2	-1	-5	2	-1	·	-8	6	-8
Cc1c(OC(C(=O)O)c2ccccc2)ccc2c3c(c(=O)oc12)CCC3 (stereo unspecified)	5	·	3	-1	8	14	-2	-1
COc1ccc(C(=O)C2CCCN(C(=O)c3cccs3)C2)cc1F (stereo unspecified)	11	·	3	5	·	-5	-17	-17
NC(CS(=O)O)C(=O)O (stereo unspecified)	7	4	-3	5	2	-27	28	3
COCCN(C(=O)c1ccc(N2CCCC2=O)cc1)c1c(N)n(Cc2ccccc2)c(=O)[nH]c1=O	1	-8	-3	2	0	4	2	2

Five of the compounds above, as comma-separated lines:
compound,EWS-Fli block,miR122 inh,Casp6 inh,FN deposition inh,Cneo AK release,PAX8 reporter,LGR2 antag,PGC1a acetyl inh
O=C(N/N=C/c1cc([N+](=O)[O-])ccc1O)C1CC1,9,-12,-1,-6,-1,-8,8,-1
Cc1ccsc1C1Nc2ccccc2-c2nc3ccccc3n21 (stereo unspecified),-1,·,-3,0,·,-160,·,·
C[C@H]1CN([C@@H](C)CO)C(=O)c2cccc(NC(=O)c3ccncc3)c2O[C@H]1CN(C)C,-1,2[16.7 µM],-1,·,-1,-1,4,5
COc1ccc(C(=O)C2CCCN(C(=O)c3cccs3)C2)cc1F (stereo unspecified),11,·,3,5,·,-5,-17,-17
Cc1c(OC(C(=O)O)c2ccccc2)ccc2c3c(c(=O)oc12)CCC3 (stereo unspecified),5,·,3,-1,8,14,-2,-1

Compound profiles, from the list above. Order of screens: EWS-Fli block, miR122 inh, Casp6 inh, FN deposition inh, Cneo AK release, PAX8 reporter, LGR2 antag, PGC1a acetyl inh
CN(C)c1ccc(C(CNC(=O)c2ccc(C#N)cc2)c2c[nH]c3ccccc23)cc1 (stereo unspecified) across the screens: 19, 1, 0, -10, -1, 32, 6, -3
C[C@@H]1CCCCO[C@H](CN(C)C(=O)c2ccccc2)[C@@H](C)CN([C@@H](C)CO)C(=O)c2cc(NC(=O)c3ccccc3)ccc2O1 across the screens: ·, 3[16.7 µM], 2, -4, 96*, 11, -23, 36

Other entries follow.
SMILES	EWS-Fli block	miR122 inh	Casp6 inh	FN deposition inh	Cneo AK release	PAX8 reporter	LGR2 antag	PGC1a acetyl inh
C[C@@H]1CN([C@@H](C)CO)C(=O)Cc2cc(NS(=O)(=O)c3ccccc3)ccc2O[C@@H]1CN(C)Cc1ccc(Oc2ccccc2)cc1	2	-1[16.7 µM]	-3	·	55	-4	6	10
CC1(C)CC(=O)c2c(n(S(=O)(=O)c3ccccc3)c3ccc(NS(=O)(=O)c4ccccc4)cc23)C1	4	9	2	0	2	40	·	0
Cc1cc([N+](=O)[O-])nn1CC(=O)c1ccccc1	-2	-2	-2	3	3	-2	-8	4
Cc1cc(Cl)ccc1OCC(=O)NCCOC(=O)Nc1sc(=S)n(C)c1C	9	·	-2	7	·	-3	10	-3
CCN(CC(=O)NC(C)(C)C)C(=O)c1ccc2c(c1)S(=O)(=O)c1ccccc1C2=O	15	7	4	-8	·	13	·	·
COc1cccc2c(=O)c(C(=O)O)c[nH]c12	0	2	-2	·	6	·	-3	4
Cc1ccc2cc(S(=O)(=O)NCCC(=O)O)ccc2c1	·	-3	·	4	-7	·	16	-15
O=C(CCCNC(=O)c1ccc(Cl)cc1)NCc1ccc(F)cc1	-8	-2	4	1	0	7	-9	·
Cc1ccccc1C(=O)NNC(=O)c1cccc([N+](=O)[O-])c1	-8	·	5	·	·	0	30	·
CCOc1ccccc1N1CCN(CC(=O)NC(=O)NCc2ccco2)CC1	1	-5	1	·	0	11	4	0
CC(C)CN(C(=O)c1ccc2c(c1)OCCO2)c1c(N)n(Cc2ccccc2)c(=O)[nH]c1=O	-11	·	1	1	·	-12	16	·
Cc1noc(C)c1NC(=O)N(C)C[C@@H]1Oc2c(NC(=O)C3CCCCC3)cccc2C(=O)N([C@@H](C)CO)C[C@H]1C	0	-3[16.7 µM]	0	·	-2	-13	-1	-1

Quoted at random: 3 records from the list
SMILES	EWS-Fli block	miR122 inh	Casp6 inh	FN deposition inh	Cneo AK release	PAX8 reporter	LGR2 antag	PGC1a acetyl inh
C[C@@H]1CN([C@@H](C)CO)C(=O)Cc2cc(NS(=O)(=O)c3ccccc3)ccc2O[C@@H]1CN(C)Cc1ccc(Oc2ccccc2)cc1	2	-1[16.7 µM]	-3	·	55	-4	6	10
COc1cccc2c(=O)c(C(=O)O)c[nH]c12	0	2	-2	·	6	·	-3	4
CCOc1ccccc1N1CCN(CC(=O)NC(=O)NCc2ccco2)CC1	1	-5	1	·	0	11	4	0

3 compounds from above, limited to Cneo AK release and Casp6 inh:
Molecule	Cneo AK release	Casp6 inh
COc1cccc2c(=O)c(C(=O)O)c[nH]c12	6	-2
Cc1ccc2cc(S(=O)(=O)NCCC(=O)O)ccc2c1	-7	·
O=C(CCCNC(=O)c1ccc(Cl)cc1)NCc1ccc(F)cc1	0	4
